Assay outcomes as filed in PubChem.
Tn6 DDE FP = inhibitors of Tn6 peptide binding to human fibrin DD(E); 0.21% of 370,000 active; inhibition, % at 8.3 µM; Fibrin DD(E) TRITC-Tn6 fluorescence polarization displacement;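 active = inhibition above a per-campaign cutoff: mean of compounds within control limits plus 3 SD, cut at about 15% in these data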;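 also: 0% = median of all compound wells on the plate and 100% = blocking peptide control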
Target sequence (P02675 whole entry, looked up): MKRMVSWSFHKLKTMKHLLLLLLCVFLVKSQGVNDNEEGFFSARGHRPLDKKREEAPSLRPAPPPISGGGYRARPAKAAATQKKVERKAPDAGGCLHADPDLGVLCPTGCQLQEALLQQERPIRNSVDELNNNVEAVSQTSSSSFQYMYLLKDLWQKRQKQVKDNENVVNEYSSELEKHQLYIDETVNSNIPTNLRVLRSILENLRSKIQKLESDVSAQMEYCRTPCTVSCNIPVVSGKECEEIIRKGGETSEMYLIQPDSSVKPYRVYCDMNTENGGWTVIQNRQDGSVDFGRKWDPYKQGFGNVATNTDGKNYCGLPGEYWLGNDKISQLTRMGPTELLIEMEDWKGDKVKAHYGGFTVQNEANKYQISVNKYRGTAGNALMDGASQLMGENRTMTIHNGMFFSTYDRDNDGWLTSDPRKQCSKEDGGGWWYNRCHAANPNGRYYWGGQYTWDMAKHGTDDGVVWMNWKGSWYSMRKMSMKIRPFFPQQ
NPR2 activator = GC-B (human) receptor activation. HEK293-GC-B cells, CNP EC30, cGMP TR-FRET; 0% at EC30 CNP, 100% saturating CNP. AID 1920062. P20594. 0.11% of 370,000 active. activation, % at 10 µM;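 active = activation at 10 µM reaching about 35% in either raw or pattern-adjusted values, limit read from the data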
NPR1 activator = GC-A (human) enzyme activation; AID 1671463; P16066; HEK293 GC-A cells, cGMP TR-FRET, EC30 ANP; 0% at EC30 ANP, 100% saturating ANP; activation, % at 10 µM; 0.14% of 370,000 active; in the data active = activation above about 40%
ARFGAP1 inhibitor = rat ARFGAP1 inhibition; Q62848; Arfgap1-stimulated ARF1 GTP hydrolysis, GDP FP detection; inhibition, % at 16.5 µM; 0.26% of 360,000 active;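 active = inhibition above a per-plate limit, mean inhibition of low control wells plus 3 SD, cut at about 25% in these data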;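 also: 0% = DMSO wells with enzyme and 100% = wells lacking Arfgap1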
Target sequence (Q62848 1-136 limits assumed): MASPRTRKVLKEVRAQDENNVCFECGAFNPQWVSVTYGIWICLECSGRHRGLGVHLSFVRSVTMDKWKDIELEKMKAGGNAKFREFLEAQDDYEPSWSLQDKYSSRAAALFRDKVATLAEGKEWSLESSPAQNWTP
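Material: truncated rat Arfgap1 GAP domain; Incubation: compound-enzyme preincubation 20 min, reaction 120 min, detection 60 min, 25 °C; Read-out: percent inhibition of Arfgap1-stimulated GTP hydrolysis; Technique: FP, GDP Alexa 633 tracer displaced from anti-GDP antibody, 620/688 nm; Controls: No-Arfgap1 wells (100%) versus DMSO full-reaction wells (0%); Replication: single well per compound.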
sPLA2-III inh = Blocks human group III sPLA2 activity. Q9NZ20. QFRET BODIPY PC-A2 liposome hydrolysis, fluorescence. inhibition, % at 12.2 µM. 0.56% of 370,000 active;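 active = inhibition above mean plus 3 SD of compounds lying within the high and low control bounds, cut at about 19% in these data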;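 also: 0% = median of test compound wells and 100% = no enzyme DMSO wells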
proKLK7 act = proKLK7 (human) activation, primary screen | purified proKLK7, EDANS-DABCYL substrate fluorescence; 100% is mature enzyme control, 0% vehicle | 0.9% of 370,000 active | AID 652039 | P49862 | activation, % at 7 µM;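 active = activation above the mean of all tested compounds plus 3 SD, computed per campaign excluding outliers beyond control limits, cut at about 13% in these data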
rCAG binder = r(CAG) repeat RNA binding; TO-PRO-1 dye displacement fluorescence; inhibition, % at 3 µM; 1.3% of 370,000 active; AID 651821;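 active = inhibition above the plate cutoff, the mean of all test compounds on that plate plus 3 SD, cut at about 35% in these data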;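 also: 0% = DMSO alone and 100% = 100 µM mitoxantrone as full dye displacement; higher means more dye released from RNA so lower well fluorescence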
ASAP1 GAP inh = ASAP1 ArfGAP inhibition; ASAP1-stimulated ARF1 GTP hydrolysis, GDP FP detection; inhibition, % at 16.5 µM; 0.19% of 360,000 active; in the data active = inhibition above about 25%;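 also: 0% = vehicle with enzyme and substrate and 100% = no enzyme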
Target sequence (Q9ULH1 325-724 limits assumed): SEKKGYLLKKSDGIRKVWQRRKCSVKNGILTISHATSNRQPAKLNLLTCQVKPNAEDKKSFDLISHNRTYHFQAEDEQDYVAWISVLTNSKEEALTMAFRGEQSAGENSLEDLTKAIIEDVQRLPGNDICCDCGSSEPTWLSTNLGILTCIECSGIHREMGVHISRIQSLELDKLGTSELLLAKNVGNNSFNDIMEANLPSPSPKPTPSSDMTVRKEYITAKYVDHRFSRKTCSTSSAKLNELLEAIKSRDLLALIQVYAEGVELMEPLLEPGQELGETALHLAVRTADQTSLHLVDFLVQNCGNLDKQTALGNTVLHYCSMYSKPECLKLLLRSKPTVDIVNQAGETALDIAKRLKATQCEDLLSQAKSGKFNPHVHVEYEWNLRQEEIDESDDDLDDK
FXN GAA850 act = increases GAA850 frataxin promoter reporter activity | HEK293 lucGAA850 FXN promoter luciferase reporter, 24 h; percent of 10 µM SAHA response | activation, % at 6 µM | 0.56% of 360,000 active | AID 540364;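 active = activation above the average of all compounds screened plus 3 SD, cutoff fixed separately per campaign, cut at about 7.5% in these data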;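 also: 0% = DMSO wells and 100% = 10 µM SAHA wells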
ADAM10 inh = inhibitors of human ADAM10. recombinant ADAM10, EDANS/DABCYL FRET peptide cleavage, 3 h. inhibition, % at 7 µM. 0.62% of 370,000 active. AID 720582;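 active = inhibition above a per-campaign cutoff equal to the mean of compounds falling between control-based bounds plus 3 SD, cut at about 20% in these data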;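 also: 0% = DMSO wells while the 100% control is not disclosed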
* marks the source's active call; other numbers are inactive results; . = no result given. Random draw from the library; about 4.5% have a hit in one of these screens.

SMILES | Tn6 DDE FP | NPR2 activator | NPR1 activator | ARFGAP1 inhibitor | sPLA2-III inh | proKLK7 act | rCAG binder | ASAP1 GAP inh | FXN GAA850 act | ADAM10 inh
Cc1nn(Cc2ccccc2Cl)c(C)c1C(=O)N(C)CC(=O)Nc1cccc(F)c1 | 10 | -1 | 1 | -2 | -2 | 0.6 | 1 | 4 | 0.5 | -11
O=C(c1ccc(S(=O)(=O)N2CCCC2)cc1)N1CCCc2ccccc21 | 5 | 1 | 1 | -1 | 3 | 0.3 | -7 | 11 | 0.5 | -5
Cc1ccc(/C=N/NC(=O)C2(O)c3ccccc3-c3ccccc32)o1 | 7 | 5 | 1 | -6 | -2 | 0.2 | 3 | 5 | 0.0 | 6
Cc1ccc(S(=O)(=O)CC(=O)Nc2nnc(C)s2)cc1 | 4 | -1 | 3 | 5 | 0 | -0.4 | 4 | 1 | 2.8 | 8
COc1ccc(-c2c(C(=O)c3ccccc3)[nH]c(N)c2C(=O)c2c[nH]c3ccccc23)cc1OC | 4 | 0 | 0 | . | 4 | . | . | . | . | 12
Cc1cc(NS(=O)(=O)c2ccc(NC(=O)Cc3ccc([N+](=O)[O-])cc3)cc2)nc(C)n1 | 0 | 2 | 2 | 1 | -15 | 0.3 | 9 | 5 | 0.9 | 0
O=C(CNc1cccc2ccccc12)N/N=C/c1ccc([N+](=O)[O-])o1 | -4 | -3 | 3 | 21 | 6 | 1.7 | 23 | -3 | -1.9 | -17
Cc1ccc(C(=O)NC(C(=O)Nc2ccccc2)c2ccccc2)cc1 (stereo not given) | -3 | 11 | 7 | -6 | -26 | 0.2 | 0 | 4 | 1.2 | 9
Cc1ccc2c(c1)N(CCCC(=O)N(C)Cc1ccccc1Cl)C(=O)CO2 | 0 | 0 | -9 | . | -7 | 0.1 | -1 | . | . | -1
O=C(Nc1ccc(N2CCN(C(=O)c3ccco3)CC2)cc1)C(c1ccccc1)c1ccccc1 | 0 | 13 | 1 | -7 | -19 | 0.1 | 12 | 1 | 1.6 | 19
COc1ccc(CC(=O)NC(C)c2ccc(Cl)c(Cl)c2)cc1S(=O)(=O)N1CCOCC1 (stereo not given) | 4 | 5 | -2 | 9 | -4 | 0.3 | 2 | -12 | 0.4 | 15
O=C(NC1CCCCC1)c1cccc(Cn2cc(Cl)cn2)c1 | -7 | -1 | -2 | 12 | -3 | -0.5 | 3 | 11 | -0.3 | 1
O=C1CCc2ccccc2N1 | 3 | 8 | 1 | -6 | 7 | 0.1 | -5 | 2 | 2.6 | 0
CC(C)[C@H](NC(=O)c1ccccc1F)C(=O)Nc1ccc(F)c(F)c1 | 3 | -3 | 2 | 1 | 2 | 0.5 | -6 | 4 | 1.0 | -2
CCN(Cc1ccccc1)S(=O)(=O)c1ccc(C(=O)N(CCCN(C)C)c2nc3cc(C)cc(C)c3s2)cc1 | -8 | 2 | -5 | -5 | -5 | -0.6 | -1 | -2 | 1.2 | -4
O=C(NCc1ccccc1)C1CCC(=O)N(CCCN2CCCC2=O)C1 (stereo not given) | -3 | 7 | -1 | -7 | 5 | 0.5 | 2 | 4 | 0.3 | 6
COc1ccc(C(=O)NCC(=O)N2CCN(c3ccc(F)cc3)CC2)cc1 | 8 | 3 | -1 | -9 | 12 | -0.6 | 0 | -7 | 0.0 | -7
CC(=O)c1cccc(NC(=O)CN(c2ccccc2)S(C)(=O)=O)c1 | -11 | 0 | -1 | 6 | 2 | -0.1 | 0 | 6 | -2.2 | -4
O=C(CN(C(=O)CCC(=O)Nc1nccs1)c1ccccc1F)NCc1ccc2c(c1)OCO2 | 2 | -1 | -1 | -12 | -2 | -0.6 | -4 | -2 | -0.1 | 14
Cc1ccc(S(=O)(=O)N2CCN(C(=O)CSc3ccc(F)cc3)CC2)cc1 | 2 | -10 | -8 | -9 | 5 | -0.2 | -1 | -6 | -2.6 | -11
O=c1c2sccc2nc(SCc2cc(=O)n3cc(Br)ccc3n2)n1Cc1ccccn1 | -2 | 11 | 6 | -1 | 4 | -0.3 | 2 | -10 | 5.7 | 0
CCc1ccc(C(=O)COC(=O)c2cc([N+](=O)[O-])ccc2N2CCOCC2)cc1 | 4 | -3 | 2 | 0 | -1 | -1.2 | 5 | 8 | -4.8 | 2
CC(C)c1ccc(NC(=O)[C@@H]2CCC(=O)N2C2OC(=O)c3ccccc32)cc1 (stereo not given in full) | 3 | 2 | 2 | 13 | 14 | 0.4 | 1 | -9 | 2.0 | -21
COc1ccc(NCCc2ccccn2)cc1 | 3 | -8 | -7 | 3 | 4 | -0.1 | -1 | 10 | 3.4 | -8
COc1ccc(OC)c(-n2c(=S)[nH]c3cc(C(=O)N4CCCCC4)ccc3c2=O)c1 | 8 | 3 | 2 | -4 | 6 | -0.4 | 2 | -5 | -2.2 | -1
COC(=O)c1sc2nc[nH]c(=O)c2c1C | 0 | 0 | 4 | 10 | 3 | -3.1 | 1 | 3 | 0.0 | -46
O=C(O)Cc1c[nH]c2cccc(O)c12 | -2 | -6 | -2 | 6 | 3 | 0.8 | 46* | -3 | -1.0 | -3
C=CCN1C(=O)/C(=C/c2ccc(OC)cc2)S/C1=N/c1nccs1 | 8 | -10 | -4 | -1 | -8 | -0.3 | 2 | 1 | 2.2 | -3
CCn1cc(SCC(=O)NCC2CCCO2)c2ccccc21 (stereo not given) | -4 | 6 | 0 | -2 | -1 | 0.7 | -1 | 3 | -0.6 | -11
CC[C@@H](C)[C@@H]1CN([C@@H](CN2CCC[C@H]2CN2C(N)=NC[C@H]2C(C)C)C(C)C)C(=N)N1CCCC1CCCC1 | 2 | 9 | 2 | 0 | 4 | 0.6 | 9 | 10 | -1.2 | -9
COc1ccc(NC(=O)CSc2nnc(-c3ccccc3C)n2N)cc1OC | 4 | 5 | 1 | -1 | 5 | -0.1 | -1 | -12 | -0.8 | -7
CC(C)=CCN1CCN(Cc2cccc3c2OCO3)CC1CCO (stereo not given) | -8 | 1 | -2 | -10 | -1 | 0.1 | -4 | -8 | -0.3 | -2
CSc1cccc(N2CC(C(=O)N3CCN(S(=O)(=O)c4ccccc4Cl)CC3)CC2=O)c1 (stereo not given) | 3 | 0 | -5 | -2 | -10 | 1.1 | 5 | 10 | 1.9 | 2
CC(=O)Nc1cc(-c2cccc(C(=O)N(C)C)c2)cn2c(-c3cccc(C(=O)N(C)C)c3)cnc12 | 0 | -9 | 2 | 17 | 0 | 0.3 | 1 | 9 | -2.4 | -44
O=C(c1ccc2c(=O)n3c(nc2c1)CCC3)N1CCCSC1=Nc1ccccc1 | -6 | -9 | 0 | 1 | 5 | 0.5 | 7 | -15 | 0.5 | -13
O=C(NCc1nc2ccccc2[nH]1)C1=C[C@H](c2csc3ccccc23)C[C@H](OCc2ccc(CO)cc2)O1 | 0 | -7 | -5 | -7 | -17 | -1.8 | 16 | 10 | -3.5 | -21

Next section, overlapping the part above by three compounds.
SMILES | Tn6 DDE FP | NPR2 activator | NPR1 activator | ARFGAP1 inhibitor | sPLA2-III inh | proKLK7 act | rCAG binder | ASAP1 GAP inh | FXN GAA850 act | ADAM10 inh
CC(=O)Nc1cc(-c2cccc(C(=O)N(C)C)c2)cn2c(-c3cccc(C(=O)N(C)C)c3)cnc12 | 0 | -9 | 2 | 17 | 0 | 0.3 | 1 | 9 | -2.4 | -44
O=C(c1ccc2c(=O)n3c(nc2c1)CCC3)N1CCCSC1=Nc1ccccc1 | -6 | -9 | 0 | 1 | 5 | 0.5 | 7 | -15 | 0.5 | -13
O=C(NCc1nc2ccccc2[nH]1)C1=C[C@H](c2csc3ccccc23)C[C@H](OCc2ccc(CO)cc2)O1 | 0 | -7 | -5 | -7 | -17 | -1.8 | 16 | 10 | -3.5 | -21
O=C1NC[C@H](CCCCN2C[C@H](Cc3ccccc3)N(CCc3ccc(O)cc3)C(=O)C2=O)N(CCc2ccccc2)C1=O | -7 | 3 | 4 | 0 | -2 | -0.1 | 1 | 9 | . | -18
Cc1cc(C)nc(-n2nc(C)cc2NC(=O)CN2CCC(C)CC2)n1 | 1 | 3 | 6 | 8 | 2 | -0.2 | -10 | 3 | 1.4 | -3
CCOC(=O)N1CCN(C(=O)C[C@@H]2C[C@@]3(C(=O)OCC)CCCC=C3N(Cc3ccc(Cl)cc3Cl)C2=O)CC1 | -9 | 1 | 0 | 4 | -13 | 0.2 | 5 | 6 | . | 11
O=C(NCCc1ccccc1)c1ccc2c(c1)S(=O)(=O)c1cc(Cl)ccc1C2=O | 3 | 8 | 3 | -11 | 6 | 0.3 | 7 | 5 | -3.0 | -4
Cc1c([N+](=O)[O-])c(C(=O)NC2CCCC2)nn1C | 9 | 1 | 1 | -4 | 4 | 0.4 | -3 | 4 | 1.4 | -4
Cc1ccccc1-c1nnc(SCC(=O)N(CC(C)C)c2c(N)n(CC(C)C)c(=O)[nH]c2=O)n1C | -8 | 8 | 5 | 11 | 16 | 0.8 | -11 | 4 | -2.0 | -6
COC(=O)C1=C(NC(=O)CCCCl)CCS1 | -4 | 6 | 0 | -7 | 4 | 0.3 | 5 | -3 | 0.7 | -6
Cc1cc(NS(=O)(=O)c2ccc(NC(=O)Cc3ccc([N+](=O)[O-])cc3)cc2)no1 | 4 | -5 | 2 | 1 | -30 | 0.2 | 7 | 13 | 1.9 | -2
CCc1ccccc1NC1=NCC(=O)N1Cc1ccc(OC)cc1 | 2 | -5 | -3 | -7 | 0 | -0.3 | 0 | -1 | 0.6 | 2
CC(C)C1N=C2c3ccccc3N=C(SCC#N)N2C1=O (stereo not given) | 4 | 2 | 4 | 3 | 4 | -0.8 | -1 | 13 | 3.0 | -57
O=C(Cn1nc(Cc2cccnc2)c2ccccc2c1=O)Nc1ccccc1F | -5 | 3 | 3 | -1 | 2 | -0.7 | 2 | -5 | 1.1 | 3
CC(=O)C(C)Oc1cc(C)cc2oc(=O)c(C)c(C)c12 (stereo not given) | 2 | 5 | 4 | 0 | 5 | 3.5 | -3 | 3 | 0.6 | -142
COc1ccc(CNC(=O)C2CCC(CNS(=O)(=O)c3cccs3)CC2)cc1 (stereo not given) | 10 | 4 | 3 | 2 | -10 | 0.3 | 2 | 4 | 0.7 | -6
COc1cc(C)c(S(=O)(=O)N2CCN(C)CC2)cc1C | -2 | 1 | 0 | 8 | 6 | 0.3 | -2 | -14 | 1.4 | 7
O=C(NCCc1ccccc1)c1ccccc1NC(=O)C1CCCCC1C(=O)O (stereo not given) | 2 | 1 | -3 | 8 | 5 | 0.5 | -2 | -4 | . | -73
Cc1cscc1-c1ccc(C(=O)Nc2c(C)cccc2C)o1 | -1 | 0 | 3 | 2 | 2 | 0.4 | 8 | 0 | -0.3 | 10
Cc1cc(C(=O)Nc2ccc(C)c(S(=O)(=O)N3CCOCC3)c2)c2ccccc2n1 | -7 | 8 | -2 | 14 | -17 | -0.6 | 5 | 9 | -1.4 | -3
COc1ccc(OC)c(C2NC(=O)NC(C)=C2C(=O)Nc2ccc(C)cc2)c1 (stereo not given) | -8 | 1 | -5 | 3 | -2 | -0.9 | 0 | -14 | 0.7 | -3
O=C(Nc1ccc(F)cc1F)c1cc2nc3c(c(C(F)(F)F)n2n1)CCCC3 | 6 | 1 | 1 | 5 | 10 | -0.4 | -2 | 11 | -1.9 | -4
